GSK3A inh: blockers of GSK3A enzyme activity – biochemical, luminescence, cell-free homogeneous, HTS, primary screen; Glycogen synthase kinase-3 alpha (Homo sapiens), P49840; GSK-3 alpha kinase, ADP-Glo luminescence, 60 min; inhibition, % at 10 µM; hit rate 0.1% among 320,000;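 in the data active means inhibition above about 50%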;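 further: GST-tagged GSK-3 alpha with peptide substrate and 25 µM ATP; 0% = DMSO neutral wells and 100% = GW8510 positive control wells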
PolyA inhibitor: polyadenylation inhibitors in yeast reporter cells, primary screen, luminescence, S. cerevisiae; S. cerevisiae SKY197-pL101 polyadenylation reporter, beta-gal luminescence; efflux-impaired pdr1/pdr3 knockout yeast; score 100 = 6 SD above DMSO; hit rate 0.02% among 300,000; calls only at 12 µM;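 active means lowest replicate activity score at least 50, where 100 means six control SD above control mean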;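 further: yeast exposed to compound for 9 h at 30 °C; higher score means more reporter readthrough which indicates perturbed polyadenylation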
KCNQ1 act: potentiators or activators of KCNQ1 channel, primary screen, cell-based, thallium flux, high-throughput; CHO-K1 KCNQ1, thallium flux FluxOR fluorescence; stronger effect = higher value; B-score at 10 µM; hit rate 0.35% among 310,000; AID 2648, 2010;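 active means fluorescence ratio B-score, a plate-corrected score, at least three library SD, with initial intensity B-score within 5 SD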
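Material: CHO-K1 cells stably expressing KCNQ1. Medium: assay buffer for compound exposure, DMSO matched across wells. Reagent: K+/Tl+ depolarizing stimulus. Compound dosing: single-concentration screen. Times: 37 °C overnight plating, 90-min dark dye load, 20-min compound pretreatment. Technique: FluxOR Tl+ flux fluorescence.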
KCNK3 inh: human KCNK3 channel inhibitors, primary screen, CHO cells, FluxOR thallium flux, B-score; Potassium channel subfamily K member 3 (Homo sapiens), O14649; FluxOR fluorescence; stronger effect = lower value; B-score at 10 µM; hit rate 0.84% among 340,000; AID 602410, 2012;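 active means B-score under library mean minus 4 SD, starting fluorescence ratio at most library mean plus 5 SD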;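 further: more negative B-score means stronger inhibition of thallium flux through KCNK3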
Dyrk1A ADPGlo: rat Dyrk1A kinase inhibitors, primary screen, biochemical, single point, plate reader; Dual specificity tyrosine-phosphorylation-regulated kinase 1A (Rattus norvegicus), Q63470; ADP-Glo luminescence, NFATc1 peptide; inhibition, % at 12.5 µM; hit rate 0.43% among 310,000; AID 504441, 2011; in the data active means inhibition above about 50%;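 further: plate controls were vehicle with enzyme for no effect and no enzyme for full effect; many of its hits are not listed in these tables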
KCNK9 block: KCNK9 potassium channel inhibitors, primary screen, HEK293 cells, thallium flux; Potassium channel subfamily K member 9 (Homo sapiens), Q9NPC2; FluxOR thallium flux fluorescence; stronger effect = lower value; B-score at 10 µM; hit rate 1.2% among 310,000; AID 488922, 2010;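 active means ratio B-score over 3 SD below the library mean, with starting fluorescence within 5 SD of its mean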;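 further: negative B-score means less thallium flux so channel inhibition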
RGS4 pot: RGS4 potentiators or activators, primary screen, cell-based, HEK293 M3R inducible RGS4, calcium flux; B-score at 10 µM; hit rate 0.92% among 310,000; carbachol calcium flux Fluo4; stronger effect = lower value;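 active means B-score of the integrated calcium signal more than 4 SD below the library mean, with starting fluorescence not abnormally high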;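 further: negative B-score means reduced calcium response which marks RGS4 activation or potentiation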
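Material: Inducible-RGS4 HEK293 cells carrying M3 receptor; also added: carbachol at ECmax as muscarinic agonist stimulus; incubation: compound preincubation 20 min at room temperature before agonist; signal: Fluo4-AM (2 µM) calcium-flux fluorescence, kinetic read; measure: integrated calcium ratio converted to B score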
hERG protect: hERG rescue from dofetilide block, primary screen, cell-based, CHO-hERG, FluxOR thallium flux, dofetilide IC70 | Voltage-gated inwardly rectifying potassium channel KCNH2 (Homo sapiens), Q12809 | hit rate 0.51% among 310,000 | AID 1511, 2009 | dofetilide IC70 present | activation (rescue from dofetilide block), less the hit threshold, % at 10 µM;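 active means activation above the mean of controls blocked by dofetilide plus 5 SD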;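 further: thallium influx through hERG after potassium depolarization seen as dye fluorescence rise; in these data hits start at about 4.7%; inactives centre near -7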
GSK3beta inhib: human GSK3beta kinase inhibitors, primary screen, biochemical, cell-free homogeneous, HTS; Glycogen synthase kinase-3 beta (Homo sapiens), P49841; GST-GSK3beta kinase, ADP-Glo luminescence, 60 min; stronger effect = lower value; activity score (negative = inhibition), % at 10 µM; hit rate 0.038% among 300,000; AID 2097, 2009;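 active means more than half of replicate wells score below -50%, meaning over 50% inhibition versus plate controls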;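 further: 0% = median DMSO wells and -100% = median GW8510 positive control wells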
Target sequence (P49841 whole entry, looked up): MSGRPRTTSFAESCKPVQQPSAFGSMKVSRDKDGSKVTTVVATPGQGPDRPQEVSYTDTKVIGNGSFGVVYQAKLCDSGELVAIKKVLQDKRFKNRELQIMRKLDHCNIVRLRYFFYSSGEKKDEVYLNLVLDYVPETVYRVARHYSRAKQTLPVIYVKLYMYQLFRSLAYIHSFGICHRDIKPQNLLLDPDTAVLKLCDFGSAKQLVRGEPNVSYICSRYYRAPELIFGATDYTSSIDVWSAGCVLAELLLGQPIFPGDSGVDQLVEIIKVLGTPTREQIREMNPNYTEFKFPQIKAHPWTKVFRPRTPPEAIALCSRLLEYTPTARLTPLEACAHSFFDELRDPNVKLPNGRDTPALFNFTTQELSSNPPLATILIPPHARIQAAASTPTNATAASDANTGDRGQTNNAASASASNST
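Assay system: GST-tagged human GSK3beta kinase, cell-free; Input: 1.6 ng GSK3beta; Medium: Tris/MgCl2 kinase buffer; Timing: 60 min enzyme reaction, room temperature; Signal: ADP-Glo luminescence quantifying ADP generated by kinase; Evaluation: score relative to plate controls; Benchmarks: DMSO neutral wells and GW8510 at 20 µM as positive.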
RGS4 block: RGS4 inhibitors, primary screen, cell-based, HEK293 M3R inducible RGS4, calcium flux | Regulator of G-protein signaling 4 (Homo sapiens), P49798 | Fluo-4 calcium flux; stronger effect = higher value; triggered by carbachol at its EC20 | B-score at 10 µM | hit rate 0.45% among 310,000 | AID 463165, 2010;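 active means B-score, a plate-corrected calcium signal, over three deviations above library mean, with baseline fluorescence within five deviations of library mean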;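 further: RGS4 expression induced by doxycycline in cells with stable M3 receptor; B-score is computed from the integrated fluorescence ratio over baseline after carbachol; higher B-score means a larger calcium signal and so more RGS4 inhibition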
Target sequence (P49798 whole entry, looked up): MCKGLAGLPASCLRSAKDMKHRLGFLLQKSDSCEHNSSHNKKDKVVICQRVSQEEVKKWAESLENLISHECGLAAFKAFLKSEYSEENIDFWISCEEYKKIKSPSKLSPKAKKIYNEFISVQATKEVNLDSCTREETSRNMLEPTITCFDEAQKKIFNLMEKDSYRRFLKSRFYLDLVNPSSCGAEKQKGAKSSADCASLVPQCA
KCNQ1 inh: inhibitors of human KCNQ1 channel, primary screen, cell-based, thallium flux, high-throughput. Potassium voltage-gated channel subfamily KQT member 1 (Homo sapiens), P51787. CHO-K1 KCNQ1, FluxOR thallium flux fluorescence; stronger effect = higher value. B-score at 10 µM. hit rate 1.3% among 310,000;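 active means compounds whose thallium flux B-score, printed positive for inhibition, exceeds three library SD while starting fluorescence stays within three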;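 further: channel opened by potassium depolarization with thallium stimulus after 20 min compound exposure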
* = called active by the depositor; i = inactive; . = not tested or not shown. A portion of the library, so the mix of outcomes need not match the whole.

(1) COc1ccc(NC(=O)c2[nH]ncc2[N+](=O)[O-])cc1
(2) COc1cc(NC(=O)c2ccc3nsnc3c2)cc(OC)c1OC
(3) CCc1cc(=O)oc2cc(C)cc(OC(C)C(=O)NC3CCN(Cc4ccccc4)CC3)c12 (stereo not drawn)
(4) Cc1nc(-c2cccc(NS(=O)(=O)c3cccc4ccccc34)c2)cs1
(5) CCOc1ccccc1CNC(=O)CCCn1ncn2c(cc3occc32)c1=O

| screen / no. | 1 | 2 | 3 | 4 | 5 |
| --- | --- | --- | --- | --- | --- |
| GSK3beta inhib | -1 | 4 | 2 | -5 | 2 |
| KCNK9 block | i | i | i | i | i |
| Dyrk1A ADPGlo | 0 | 4 | -2 | 7 | -5 |
| RGS4 pot | i | i | i | i | i |
| RGS4 block | i | i | i | i | i |
| KCNK3 inh | i | i | i | i | i |
| KCNQ1 inh | i | i | i | i | i |
| hERG protect | -9 | -5 | -6 | -13 | -10 |
| GSK3A inh | -1 | -3 | 3 | -1 | -1 |
| PolyA inhibitor | i | i | i | i | i |
| KCNQ1 act | i | i | i | i | i |

(6) CC(=O)c1ccc(N2CCN(C(=O)CCCc3nc4ccccc4s3)CC2)cc1
(7) COc1ccc(N/C=C2/Sc3ccccc3NC2=O)cc1
(8) O=C(CSc1n[nH]c(-c2cccnc2)n1)Nc1ccc([N+](=O)[O-])cc1Br
(9) Cc1ccccc1C(=O)Nc1ccccc1-c1nnn(CC(=O)Nc2ccc3c(c2)OCCO3)n1
(10) O=C(Nc1ccc(C(=O)O)cc1)/C(=C\c1ccc2c(c1)OCO2)NC(=O)c1ccco1

| screen / no. | 6 | 7 | 8 | 9 | 10 |
| --- | --- | --- | --- | --- | --- |
| GSK3beta inhib | 0 | 4 | . | 0 | 6 |
| KCNK9 block | i | i | i | i | i |
| Dyrk1A ADPGlo | -1 | -1 | 5 | 1 | 4 |
| RGS4 pot | i | i | i | i | i |
| RGS4 block | i | i | i | i | i |
| KCNK3 inh | i | i | i | i | i |
| KCNQ1 inh | i | i | i | i | i |
| hERG protect | -10 | -14 | -16 | -22 | -2 |
| GSK3A inh | -2 | -3 | 13 | -2 | 0 |
| PolyA inhibitor | i | i | i | i | i |
| KCNQ1 act | i | i | i | i | i |

(11) CCN1C(=O)N(CC)C2C1N(CO)C(=O)N2CO (stereo not drawn)
(12) Cc1ccc(SC(CC(=O)c2ccc(C(C)(C)C)cc2)C(=O)O)cc1 (stereo not drawn)
(13) COc1ccccc1N1CCN(S(=O)(=O)c2ccc(NC(C)=O)cc2)CC1
(14) O=C(Nc1ccccc1F)C(=Cc1sc(N2CCOCC2)nc1-c1ccccc1)C(=O)Nc1ccccc1F
(15) N#Cc1nc(COc2ccccc2F)oc1NCc1ccc(F)cc1

| screen / no. | 11 | 12 | 13 | 14 | 15 |
| --- | --- | --- | --- | --- | --- |
| GSK3beta inhib | -3 | 2 | -1 | 2 | 0 |
| KCNK9 block | i | i | i | i | i |
| Dyrk1A ADPGlo | -2 | -4 | -1 | 0 | 1 |
| RGS4 pot | i | i | i | i | i |
| RGS4 block | i | i | i | i | i |
| KCNK3 inh | i | i | i | i | i |
| KCNQ1 inh | i | i | i | i | i |
| hERG protect | -7 | -8 | -8 | -8 | -18 |
| GSK3A inh | 3 | -12 | -2 | 0 | -1 |
| PolyA inhibitor | i | i | i | i | i |
| KCNQ1 act | i | i | i | i | i |

Five records picked at random from those above, as already listed:
(15) N#Cc1nc(COc2ccccc2F)oc1NCc1ccc(F)cc1
(13) COc1ccccc1N1CCN(S(=O)(=O)c2ccc(NC(C)=O)cc2)CC1
(11) CCN1C(=O)N(CC)C2C1N(CO)C(=O)N2CO (stereo not drawn)
(14) O=C(Nc1ccccc1F)C(=Cc1sc(N2CCOCC2)nc1-c1ccccc1)C(=O)Nc1ccccc1F
(12) Cc1ccc(SC(CC(=O)c2ccc(C(C)(C)C)cc2)C(=O)O)cc1 (stereo not drawn)

| screen / no. | 15 | 13 | 11 | 14 | 12 |
| --- | --- | --- | --- | --- | --- |
| GSK3beta inhib | 0 | -1 | -3 | 2 | 2 |
| KCNK9 block | i | i | i | i | i |
| Dyrk1A ADPGlo | 1 | -1 | -2 | 0 | -4 |
| RGS4 pot | i | i | i | i | i |
| RGS4 block | i | i | i | i | i |
| KCNK3 inh | i | i | i | i | i |
| KCNQ1 inh | i | i | i | i | i |
| hERG protect | -18 | -8 | -7 | -8 | -8 |
| GSK3A inh | -1 | -2 | 3 | 0 | -12 |
| PolyA inhibitor | i | i | i | i | i |
| KCNQ1 act | i | i | i | i | i |

Continuation.
(16) CCOC(=O)Cn1nc(C)n(-c2c(C)cccc2C)c1=O
(17) COc1ccc2[nH]c(=O)c(CN(CCO)S(=O)(=O)c3c(C)ccc4nsnc34)cc2c1
(18) O=C(COc1ccccc1)N1CCN(S(=O)(=O)c2ccc(Cl)cc2)CC1
(19) CS(=O)(=O)Nc1ccc(C2=NN(C(=O)CCCC(=O)O)C(c3cccs3)C2)cc1 (stereo not drawn)
(20) COc1ccc(N2CCN(C(=O)c3ccc4c(=O)n(CC5CCCO5)c(=O)[nH]c4c3)CC2)cc1 (stereo not drawn)
(21) COc1ccc(Cl)cc1-n1c(C)cc(C=O)c1C
(22) CCC(=O)N1CCN(c2ccccc2NC(=S)NC(=O)c2ccco2)CC1
(23) O=C(CN(Cc1ccccc1Cl)C(=O)CNS(=O)(=O)c1ccc(F)cc1)NCC1CCCO1 (stereo not drawn)

| screen / no. | 16 | 17 | 18 | 19 | 20 | 21 | 22 | 23 |
| --- | --- | --- | --- | --- | --- | --- | --- | --- |
| GSK3beta inhib | 0 | -2 | -3 | -1 | 1 | 1 | 0 | -3 |
| KCNK9 block | i | i | i | i | i | i | i | i |
| Dyrk1A ADPGlo | . | 5 | -8 | -1 | -2 | 5 | 5 | 8 |
| RGS4 pot | i | i | i | i | i | i | i | i |
| RGS4 block | i | i | i | i | i | i | i | i |
| KCNK3 inh | i | i | i | i | i | i | i | i |
| KCNQ1 inh | i | i | i | i | i | i | i | i |
| hERG protect | -13 | -17 | -9 | -8 | -4 | -9 | -15 | -7 |
| GSK3A inh | 0 | 1 | 1 | 14 | -2 | 1 | -2 | -3 |
| PolyA inhibitor | i | i | i | i | i | i | i | i |
| KCNQ1 act | i | i | i | i | i | i | i | i |
